High-throughput results as filed in PubChem BioAssay.
SIRT5 inh – inhibitors of human sirtuin-5 desuccinylase | Q9NXA8 | Purified SirT5, succinyl-peptide AMC, trypsin-coupled fluorescence | inhibition, % at 15 µM | 330,000 tested, 1.1% active; in the data active = inhibition above about 15%
Target sequence (Q9NXA8 whole entry, looked up): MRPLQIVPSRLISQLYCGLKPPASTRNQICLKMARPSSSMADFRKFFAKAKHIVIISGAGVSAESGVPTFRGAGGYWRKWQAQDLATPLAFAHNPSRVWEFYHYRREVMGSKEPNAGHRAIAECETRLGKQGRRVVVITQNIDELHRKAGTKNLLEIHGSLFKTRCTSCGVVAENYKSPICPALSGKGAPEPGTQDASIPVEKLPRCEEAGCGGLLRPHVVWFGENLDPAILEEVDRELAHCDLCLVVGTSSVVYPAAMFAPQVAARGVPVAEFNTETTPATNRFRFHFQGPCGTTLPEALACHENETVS
esBAF inh – inhibitors of esBAF chromatin remodeling in mouse ES cells; Bmi1-luciferase knock-in reporter, 24 h; 100% = twice the neutral-well signal; reporter increase, % at 12.5 µM; 350,000 tested, 2% active; in the data active = activation above about 40%;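 note: 0% = median of the plate's neutral control wells and 100% = double that signal; a rise in the Bmi1 reporter signal indicates esBAF inhibition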
Casp6 inh – inhibitors of human caspase-6; purified caspase-6, Z-VEID-R110 cleavage fluorescence; inhibition, % at 12.5 µM; AID 686996; 350,000 tested, 0.53% active; P55212;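 active = mean inhibition across replicates at least about 35%, with every replicate also reaching that limit, limit read from the data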;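 note: 0% = median of neutral control wells and 100% = no fluorescence left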
Target sequence (P55212 24-179 limits assumed): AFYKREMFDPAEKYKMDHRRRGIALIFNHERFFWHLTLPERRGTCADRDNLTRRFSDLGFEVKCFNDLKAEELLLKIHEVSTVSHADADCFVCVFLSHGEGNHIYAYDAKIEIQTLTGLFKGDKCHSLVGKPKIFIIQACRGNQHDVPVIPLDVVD
Target sequence (P55212 194-293 limits assumed): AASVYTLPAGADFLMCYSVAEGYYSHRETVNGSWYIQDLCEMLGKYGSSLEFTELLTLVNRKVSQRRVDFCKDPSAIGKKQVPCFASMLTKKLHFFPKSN
S100A4 MyoIIA – inhibitors of human S100A4 binding to myosin IIA peptide. S100A4/TAMRA-MyoIIA peptide fluorescence polarization. inhibition, % at 10.7 µM. 360,000 tested, 0.14% active;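 active = mean inhibition of at least 70% across replicates, with every replicate also reaching that level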
Target sequence (P26447 whole entry, looked up): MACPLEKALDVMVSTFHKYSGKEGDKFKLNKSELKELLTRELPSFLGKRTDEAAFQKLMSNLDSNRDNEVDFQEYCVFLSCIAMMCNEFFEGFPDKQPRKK
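Test system: S100A4 monomer protein. Medium: HEPES buffer with Ca2+, pH 7.2. Reagent: fluorescent myosin IIA peptide, 5 nM. Compound dosing: single-point compound testing. Timing: 5 min between mix addition and reading. Benchmarks: DMSO neutral and TFP positive wells.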
Statin myotox sup – suppressors of simvastatin-induced myotoxicity in C2C12 myotubes; ATP luminescence, 48 h; scaled: DMSO 0, geranylgeraniol control 100; rescue of ATP level, % at 7.49 µM; 330,000 tested, 0.78% active;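 active = mean ATP rescue above about 67%, or every replicate alone reaching that limit, limit read from the data, passing the limit was not always enough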;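 note: myotubes were challenged with 10 µM simvastatin during compound exposure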
FN deposit inh – fibronectin deposition inhibition. AH1F fibroblasts, Alexa488-fibronectin deposition fluorescence, overnight. inhibition, % at 12.6 µM. 350,000 tested, 0.086% active;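 active = mean inhibition across replicates of 30% or more, regardless of how many single replicates reach that level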;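 note: positive control wells lacked labelled fibronectin entirely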
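Test system: AH1F fibroblast monolayer depositing Alexa488-labelled fibronectin into matrix. Input: 10000 cells per well. Technique: fluorescence, ex 485 nm, em 525 nm. Buffer or medium: DMEM plus 2% serum, read in PBS. Timing: 1 h cell adhesion before compound, then overnight fibronectin incubation. Compound: single dose, pinned. Read-out basis: inhibition from reduced deposited-fibronectin fluorescence.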
LGR2 antag – inhibitors of bursicon-induced Drosophila LGR2 receptor cAMP signaling; HEK293 LGR2, CRE-luciferase, bursicon-stimulated, 4 h; inhibition, % at 9.99 µM; 380,000 tested, 0.35% active; AID 720647;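 active = drop in luminescence signal, shown as inhibition above about 50% in the replicate tests, limit read from the data, passing the limit was not always enough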;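 note: agonist challenge used bursicon conditioned medium at about half maximal strength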
* hit, by the source's call; . = not tested or not shown.

#1 C[C@H](O)C#Cc1ccc([C@H]2[C@@H](CO)N3CCCCN(C(=O)c4ccc5c(c4)OCO5)C[C@H]23)cc1
#2 COc1ccc(C(C)(C)C)cc1NC(=O)COc1ccc(-c2nnco2)cc1
#3 Nc1[nH]c(C(=O)c2ccc(Br)cc2)c(-c2ccc(Br)cc2)c1C(=O)NCc1cccc2ccccc12
#4 COCCCN(C(=S)Nc1cccc(Cl)c1)C(C)c1ccncc1 (stereo not given)
#5 CCCNC(=O)NC1CCCc2ccccc21 (stereo not given)
#6 CCN(C[C@H]1N[C@@](CC)(C(=O)OC)[C@H]2C(=O)N(C)C(=O)[C@@H]12)C(=O)Nc1ccc(F)cc1
#7 CN(C)C(=O)c1cccc(-c2ccc([C@@H]3[C@H]4CN(CCC(F)(F)F)CCCCN4[C@H]3CO)cc2)c1
#8 CC(=O)NC[C@H]1[C@@H](c2ccc(-c3ccccc3)cc2)[C@H](CO)N1C(=O)C1CC1

Compound,1,2,3,4,5,6,7,8
SIRT5 inh,-2,-3,.,.,-4,-3,-2,2
esBAF inh,5,2,.,.,.,4,.,1
Casp6 inh,1,0,-3,1,-1,6,-1,0
S100A4 MyoIIA,4,-3,-3,-5,-1,-2,11,-2
Statin myotox sup,6,-8,.,.,.,-9,.,-9
FN deposit inh,-10,.,-9,11,-6,5,.,10
LGR2 antag,-9,7,.,-12,19,-15,-23,5

#9 COc1ccc(NC(=O)Nc2cccc3c2O[C@H](CN(C)CC2CCCCC2)[C@@H](C)CN([C@H](C)CO)C3=O)cc1
#10 O=C(NCCc1ccccc1)[C@@H]1CC=C[C@@H]2CCN(Cc3ccc(Cl)c(Cl)c3)C(=O)[C@@H]21
#11 O=C(CCC(=O)c1cccs1)NNC(=O)c1ccccc1O
#12 CCCc1nnc(SCCSc2nnc(CCC)n2N)n1N
#13 C[C@@H]1CN([C@H](C)CO)C(=O)Cc2cc(NC(=O)CCCCCC(=O)Nc3ccccc3N)ccc2O[C@@H]1CN(C)Cc1ccc(Cl)c(Cl)c1
#14 CC1=NN2C(=N)/C(=C\c3cc(C)n(-c4ccccc4)c3C)C(=O)N=C2S1
#15 Cc1ccc(-c2nc3ccccc3s2)cc1NC(=O)c1cc(-n2cnnc2)ccc1Cl
#16 COc1ncnc2c1oc1nc(CC(C)C)c3c(c12)CC(C)(C)OC3

Compound,9,10,11,12,13,14,15,16
SIRT5 inh,3,.,1,.,4,-2,-6,.
esBAF inh,8,-1,9,0,-14,.,37,-4
Casp6 inh,3,1,16,.,-2,-1,0,.
S100A4 MyoIIA,1,1,3,.,-10,11,0,.
Statin myotox sup,41,20,6,8,85*,.,-76,34
FN deposit inh,.,0,5,3,.,6,.,0
LGR2 antag,-7,23,15,.,17,12,-28,.

#17 O=C(C[C@@H]1CC[C@@H]2[C@H](COC[C@@H](O)CN2C(=O)c2ccc3c(c2)OCO3)O1)NC1CCC1
#18 O=C(C[C@@H]1CC[C@@H]2[C@H](COC[C@@H](O)CN2C(=O)Nc2ccc(F)cc2)O1)NCCc1ccncc1
#19 CCCNC(=O)C[C@@H]1CC[C@H]2[C@@H](COc3ccc(NC(=O)Nc4ccccc4F)cc3C(=O)N2C)O1
#20 C[C@H]1CN([C@@H](C)CO)C(=O)c2cc(NC(=O)Nc3ccccc3)ccc2O[C@H]1CN(C)CC1CCCCC1
#21 COc1ccc(CN(C)C(=O)Cn2ccsc2=N)cc1OC
#22 C[C@H](CO)N1C[C@H](C)[C@H](CN(C)C(=O)Nc2ccc3c(c2)OCO3)Oc2ccc(NC(=O)Nc3ccc4c(c3)OCO4)cc2C1=O
#23 CCc1ccc(C(=O)NN=C2CCCCCC2)s1
#24 COc1ccc(C(=O)N2CCCC(c3nc(-c4ccc(C)o4)no3)C2)cc1OC (stereo not given)

Compound,17,18,19,20,21,22,23,24
SIRT5 inh,1,12,-2,-3,-5,6,0,.
esBAF inh,-3,11,2,-1,7,5,-8,4
Casp6 inh,1,1,2,1,-1,1,-1,-5
S100A4 MyoIIA,-40,-1,-1,-4,-3,7,7,4
Statin myotox sup,-3,2,9,-15,23,-9,3,1
FN deposit inh,14,-10,7,10,0,.,-3,1
LGR2 antag,2,12,11,6,-23,-24,9,3

#25 CCC(=O)N/N=C(\C)CC(=O)Nc1ccc(Cl)cc1
#26 CC(C)Nc1ncnc2c1ncn2[C@H]1CN(Cc2cccnc2)C[C@@H](CO)O1
#27 COc1cc2c(cc1OC)C(c1cc3cc4c(cc3[nH]c1=O)OCO4)N(C(=O)C1CC1)CC2 (stereo not given)
#28 O=C(Nc1ccc(C(=O)N2CCOCC2)cc1)C1CCC1
#29 COCC#Cc1ccc([C@H]2[C@@H](CO)N3CCCCN(S(=O)(=O)c4ccc(OC)cc4)C[C@H]23)cc1
#30 O=C(CCN1C(=O)C2CC=CCC2C1=O)NC1CCCCC1 (stereo not given)
#31 Cc1ccc(S(=O)(=O)Nc2cccc3c2O[C@@H](CN(C)Cc2ccc(C(F)(F)F)cc2)[C@@H](C)CN([C@H](C)CO)C3=O)cc1
#32 C[C@H](CO)N1C[C@H](C)[C@H](CN(C)C(=O)Nc2ccc(C(F)(F)F)cc2)Oc2c(NS(=O)(=O)c3ccc(Cl)cc3)cccc2C1=O

Compound,25,26,27,28,29,30,31,32
SIRT5 inh,1,3,-1,-2,1,1,5,-1
esBAF inh,.,2,-3,3,-4,-7,-8,5
Casp6 inh,2,-1,-6,2,0,-2,-1,0
S100A4 MyoIIA,6,-12,13,-10,4,-2,34,-32
Statin myotox sup,.,11,43,-5,10,-3,13,-99
FN deposit inh,4,-5,.,7,.,-8,.,.
LGR2 antag,14,2,3,-17,4,-7,-12,-3

14 successive compounds from above, quoted:
#16 COc1ncnc2c1oc1nc(CC(C)C)c3c(c12)CC(C)(C)OC3
#17 O=C(C[C@@H]1CC[C@@H]2[C@H](COC[C@@H](O)CN2C(=O)c2ccc3c(c2)OCO3)O1)NC1CCC1
#18 O=C(C[C@@H]1CC[C@@H]2[C@H](COC[C@@H](O)CN2C(=O)Nc2ccc(F)cc2)O1)NCCc1ccncc1
#19 CCCNC(=O)C[C@@H]1CC[C@H]2[C@@H](COc3ccc(NC(=O)Nc4ccccc4F)cc3C(=O)N2C)O1
#20 C[C@H]1CN([C@@H](C)CO)C(=O)c2cc(NC(=O)Nc3ccccc3)ccc2O[C@H]1CN(C)CC1CCCCC1
#21 COc1ccc(CN(C)C(=O)Cn2ccsc2=N)cc1OC
#22 C[C@H](CO)N1C[C@H](C)[C@H](CN(C)C(=O)Nc2ccc3c(c2)OCO3)Oc2ccc(NC(=O)Nc3ccc4c(c3)OCO4)cc2C1=O
#23 CCc1ccc(C(=O)NN=C2CCCCCC2)s1
#24 COc1ccc(C(=O)N2CCCC(c3nc(-c4ccc(C)o4)no3)C2)cc1OC (stereo not given)
#25 CCC(=O)N/N=C(\C)CC(=O)Nc1ccc(Cl)cc1

Compound,16,17,18,19,20,21,22,23,24,25
SIRT5 inh,.,1,12,-2,-3,-5,6,0,.,1
esBAF inh,-4,-3,11,2,-1,7,5,-8,4,.
Casp6 inh,.,1,1,2,1,-1,1,-1,-5,2
S100A4 MyoIIA,.,-40,-1,-1,-4,-3,7,7,4,6
Statin myotox sup,34,-3,2,9,-15,23,-9,3,1,.
FN deposit inh,0,14,-10,7,10,0,.,-3,1,4
LGR2 antag,.,2,12,11,6,-23,-24,9,3,14

#26 CC(C)Nc1ncnc2c1ncn2[C@H]1CN(Cc2cccnc2)C[C@@H](CO)O1
#27 COc1cc2c(cc1OC)C(c1cc3cc4c(cc3[nH]c1=O)OCO4)N(C(=O)C1CC1)CC2 (stereo not given)
#28 O=C(Nc1ccc(C(=O)N2CCOCC2)cc1)C1CCC1
#29 COCC#Cc1ccc([C@H]2[C@@H](CO)N3CCCCN(S(=O)(=O)c4ccc(OC)cc4)C[C@H]23)cc1

Compound,26,27,28,29
SIRT5 inh,3,-1,-2,1
esBAF inh,2,-3,3,-4
Casp6 inh,-1,-6,2,0
S100A4 MyoIIA,-12,13,-10,4
Statin myotox sup,11,43,-5,10
FN deposit inh,-5,.,7,.
LGR2 antag,2,3,-17,4

(cont.)
#33 Cc1cc(O)cc(=O)n1-c1cccc(Br)c1
#34 Cc1ccc(NC2CCCN(C(=O)c3cn(C)c4ccccc34)C2)cc1C (stereo not given)
#35 CC1(C(=O)NS(=O)(=O)c2cccc(C#N)c2)CCN1C(=O)Cc1cc(F)ccc1F (stereo not given)
#36 FC(F)(F)Oc1ccccc1C(c1nnnn1C1CCCCC1)N1CCN(C/C=C/c2ccccc2)CC1 (stereo not given)
#37 COc1ccc(OC(C)C(=O)NCCc2nc3ccccc3[nH]2)cc1 (stereo not given)
#38 Cc1ccc(S(=O)(=O)N2CCN(S(=O)(=O)c3ccccc3)C2c2ccc(N(C)C)cc2)cc1 (stereo not given)
#39 C[C@H](CO)N1C[C@H](C)[C@@H](CN(C)C)Oc2ccc(NS(C)(=O)=O)cc2C1=O
#40 O=C(c1cnccn1)N1CC[C@@H]2[C@H](CO)Nc3ccc(-c4ccccc4F)cc3[C@@H]21

Compound,33,34,35,36,37,38,39,40
SIRT5 inh,.,2,.,0,.,.,2,9
esBAF inh,.,2,0,4,2,1,0,5
Casp6 inh,5,-1,2,-1,.,.,0,1
S100A4 MyoIIA,-1,-5,-32,13,.,.,1,1
Statin myotox sup,.,-1,0,-4,7,1,2,5
FN deposit inh,18,0,14,1,0,5,-11,-15
LGR2 antag,12,10,7,17,3,.,.,-5

#41 CC(=O)N1[C@H](C(=O)N(C)C)[C@@H](CO)[C@@H]2Cn3c(ccc(-c4ccc(F)cc4)c3=O)[C@@H]21
#42 N#C[C@H]1[C@H](c2ccccc2C2=CCCC2)[C@H](CO)N1C(=O)NC1CCCCC1
#43 COc1ccc2c3c([nH]c2c1)[C@H](CO)N(C(=O)CN(C)C)CC31CN(CC2CCOCC2)C1
#44 COc1ccc2cc(C(=O)Nc3ccc(F)cc3)sc(=O)c2c1OC
#45 O=C(Nc1ccc2ccccc2c1)C(c1ccccc1)C1CCCC1 (stereo not given)
#46 CCOc1ccccc1CNC(=O)c1ccc(Sc2ccc(Cl)cc2)c(NC(C)=O)c1
#47 Oc1ccc(/C=N/N2CCN(C3c4ccccc4-c4ccccc43)CC2)c(O)c1
#48 CCn1c(SCC(=O)N/N=C(\C)c2ccncc2)nnc1-c1ccc(C)cc1

Compound,41,42,43,44,45,46,47,48
SIRT5 inh,-16,3,3,.,-2,4,0,-2
esBAF inh,-4,.,.,10,-5,0,.,.
Casp6 inh,.,1,.,.,0,0,-10,-8
S100A4 MyoIIA,13,-1,6,.,1,-2,3,-6
Statin myotox sup,26,.,.,-13,7,12,.,.
FN deposit inh,.,-15,.,8,5,.,-6,-3
LGR2 antag,-1,10,-7,.,20,-5,16,.

#49 Cc1ccc([N+](=O)[O-])cc1NC(=O)CSc1nncc2ccccc12
#50 Cc1ccc2nc(-c3ccccc3)cc(C(=O)N3CC(C)OC(C)C3)c2c1 (stereo not given)
#51 O=C(O)c1cc2nccc(-c3ccc(F)cc3)n2n1
#52 CC(=O)NCCNC(=O)CCNC(=O)c1ccc(Cl)cc1

Compound,49,50,51,52
SIRT5 inh,1,0,-6,-3
esBAF inh,10,6,-2,-3
Casp6 inh,0,-2,4,1
S100A4 MyoIIA,-1,-1,0,-2
Statin myotox sup,-24,-4,-4,4
FN deposit inh,13,-11,-1,.
LGR2 antag,-4,-6,-1,.

An excerpt of these results, field by field:
49: Cc1ccc([N+](=O)[O-])cc1NC(=O)CSc1nncc2ccccc12
- SIRT5 inh: 1
- esBAF inh: 10
- Casp6 inh: 0
- S100A4 MyoIIA: -1
- Statin myotox sup: -24
- FN deposit inh: 13
- LGR2 antag: -4

50: Cc1ccc2nc(-c3ccccc3)cc(C(=O)N3CC(C)OC(C)C3)c2c1 (stereo not given)
- SIRT5 inh: 0
- esBAF inh: 6
- Casp6 inh: -2
- S100A4 MyoIIA: -1
- Statin myotox sup: -4
- FN deposit inh: -11
- LGR2 antag: -6

An excerpt, so the mix of outcomes need not match the whole.
